# HCV NS3 hel inh = blocks Hepatitis C virus NS3 helicase unwinding. NS3 helicase DNA unwinding, Cy5 molecular beacon fluorescence. inhibition, % at 10.9 µM. actives 0.56% (n = 290,000);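 active = inhibition above the mean of all tested compounds plus 3 SD, set per campaign, cut at about 35% in these data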;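 also: 0% = DMSO wells and 100% = thioflavine S control wells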
#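 assay system = NS3 helicase fragment of HCV | buffer or medium = MOPS pH 6.5, MgCl2, DTT, Tween20, BSA | timing = 60 min unwinding reaction at 25 °C after ATP addition | signal = Cy5 beacon fluorescence read at start and 1 h | read-out basis = % inhibition of unwinding | control set = low DMSO, high thioflavine S at 110 µM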
# CRFR2-BP ag = agonists of human CRF-binding protein/CRF-R2 receptor complex. actives 0.46% (n = 350,000). activation, % at 13.2 µM. HEK293 CRF-R2/CRF-BP, calcium dye fluorescence (FLIPR); percent of saturating CRF peptide response;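 active = activation of at least 50%, plus an integration ratio under a set limit after plate pattern correction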;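 also: plate controls were neutral control wells without compound for no effect and CRF at EC100 for full effect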
# CRFR2-BP antag = CRF-BP/CRF-R2 complex antagonism; HEK293 CRF-R2/CRF-BP, CRF-induced calcium fluorescence; inhibition, % at 11.8 µM; actives 0.59% (n = 350,000); AID 588475;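 active = inhibition of the ligand-induced calcium signal above about 50% at the single tested concentration, limit read from the data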
# MEKK3 PB1 HTS = modulators (inhibitors or enhancers) of MEK5 binding to human MEKK3 PB1 domain. AID 1529. actives 1.4% (n = 290,000). Q99759. binding response (% of control), % at 10 µM. bead-based flow cytometry, Alexa488-MEK5 binding to MEKK3; actives lie on both sides; 0 = blocked by unlabeled MEK5, 100 = vehicle;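 active = binding response more than 3 SD above or below the average of its plate-row segment, actives on both sides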;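 also: Alexa488 bead fluorescence after subtracting the streptavidin-only scavenger bead signal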
# Target sequence (Q99759 whole entry, looked up, the tested form may be a part): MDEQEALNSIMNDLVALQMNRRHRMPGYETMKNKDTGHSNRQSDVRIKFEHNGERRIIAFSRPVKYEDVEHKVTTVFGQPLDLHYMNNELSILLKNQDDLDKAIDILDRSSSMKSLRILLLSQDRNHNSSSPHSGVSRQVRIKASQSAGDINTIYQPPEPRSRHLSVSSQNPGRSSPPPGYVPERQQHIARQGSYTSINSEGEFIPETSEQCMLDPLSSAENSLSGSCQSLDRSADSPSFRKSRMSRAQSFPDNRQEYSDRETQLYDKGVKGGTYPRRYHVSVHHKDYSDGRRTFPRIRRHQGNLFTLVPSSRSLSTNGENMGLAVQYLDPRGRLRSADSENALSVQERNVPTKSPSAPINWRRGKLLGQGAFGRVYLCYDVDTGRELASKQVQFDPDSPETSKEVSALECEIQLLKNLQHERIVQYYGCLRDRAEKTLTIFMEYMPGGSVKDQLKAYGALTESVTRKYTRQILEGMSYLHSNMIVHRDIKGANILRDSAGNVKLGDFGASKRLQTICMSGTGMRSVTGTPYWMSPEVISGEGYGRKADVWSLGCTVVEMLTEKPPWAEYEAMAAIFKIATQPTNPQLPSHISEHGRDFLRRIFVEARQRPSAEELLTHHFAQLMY
# MEKK2 mut-MEK5 = signal of MEK5 binding to mutant human MEKK2 PB1 domain. bead flow cytometry, Alexa488-MEK5 binding to MEKK2 mutant. percent response, % at 10 µM. actives 0.35% (n = 290,000); in the data active = percent response above about 24%, passing the limit was not always enough; also: inactives centre near 1; some results filed as inactive read as strong as hits
# SUMO HTRF inh = SUMOylation inhibition; P63279; actives 0.36% (n = 290,000); inhibition, % at 35 µM; HTRF SUMOylation assay, SAE1/SAE2 + UBC9, in vitro; in the data active = inhibition above about 50%, passing the limit was not always enough; also: strong numbers were not always called active
# Target sequence (P63279 whole entry, looked up): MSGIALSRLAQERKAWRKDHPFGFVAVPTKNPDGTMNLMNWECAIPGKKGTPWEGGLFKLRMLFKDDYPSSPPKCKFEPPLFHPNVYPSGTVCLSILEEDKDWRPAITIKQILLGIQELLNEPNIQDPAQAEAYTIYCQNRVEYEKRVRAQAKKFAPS
# MEKK2wt PB1 HTS = raises or lowers MEK5 binding to wildtype human MEKK2 PB1 domain. bead flow cytometry, Alexa488-MEK5 binding to MEKK2 WT; actives lie on both sides. binding response (% of control), % at 10 µM. actives 1.1% (n = 290,000). AID 1531; in the data active = binding response below about 67% or above about 130%
# FID counter = fluorescent intercalator displacement, NS3 helicase counter-screen | DNA fluorescent intercalator displacement, fluorescence | inhibition, % at 7.9 µM | actives 0.17% (n = 290,000) | AID 1845; in the data active = inhibition above about 37%;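 also: 0% = vehicle and 100% = reference compound; higher means more ethidium bromide displaced from hairpin DNA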
# GalR3 antagonist = human GalR3 antagonism; HEK293 GalR3-CNG cAMP membrane potential fluorescence; galR3 body fused to GalR1 C-terminus; inhibition, % at 3 µM; actives 0.44% (n = 360,000); AID 651719;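 active = inhibition above the screen-wide average plus 3 SD, cut at about 13% in these data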;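 also: forskolin and galanin both at EC90 stimulate the cells; cAMP rise reported by CNG channel membrane potential dye signal; 0% = forskolin plus galanin with DMSO and 100% = forskolin alone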
# Starred values were filed as active, the others as inactive; nt = not tested or not shown. Some of the compounds tested; count on the stated rates, not on these rows.
# Each structure is followed by: HCV NS3 hel inh, CRFR2-BP ag, CRFR2-BP antag, MEKK3 PB1 HTS, MEKK2 mut-MEK5, SUMO HTRF inh, MEKK2wt PB1 HTS, FID counter, GalR3 antagonist
> Cc1cccc(NC(=O)CCC(=O)Nc2nnc(C(F)(F)F)s2)c1
  -3, 6.4, -1, 101, 2, 13, 100, -4, 0
> COc1ccc(C(=O)Nc2nnc(-c3ccc(F)cc3)s2)c(OC)c1
  0, 0.1, -10, 92, -6, -29, 93, -4, -8
> COC/C=C/C1=CC2=CC(=O)C(C)(OC(=O)c3cnc4ccccc4n3)C(=O)C2=CN1C(CO)CO (centres undefined)
  nt, 1.7, -3, 98, -7, 24, 100, nt, -3
> O=C(CN(Cc1ccco1)C(=O)c1ccccc1)Nc1ccc(Cl)c(Cl)c1
  3, 2.9, -24, 120, 5, -10, 120, -9, -4
> COc1ccc2c(CC(=O)Nc3ccc(OC)nc3)coc2c1
  4, -2.0, -7, 99, -1, 8, 102, -1, -1
> CC(C)CSC1=NSC2=NC(=O)/C(=C\c3coc4ccccc4c3=O)C(=N)N12
  33, 314*, -333, 104, 6, 8, 93, -12, -3
> O=C(O)c1ccc(N2CCN(Cc3ccc4c(c3)OCO4)CC2)c([N+](=O)[O-])c1
  -1, -0.9, 8, 104, 3, -1, 107, -11, -9
> COc1ccc([C@@H]2C[C@H](c3ccccc3)Oc3cc(C)cc(C)c32)cc1
  nt, 0.8, -6, 116, 5, 2, 110, nt, -3
> CCOC(=O)C1CCCN(C(=S)Nc2ccc(OC)cc2)C1 (centres undefined)
  0, 3.1, 10, 119, 1, 0, 107, -7, 1
> CN(C)c1cc[n+](Cc2ccccc2)cc1
  -6, 1.5, 0, 101, 4, 15, 102, 0, 0
> CN1C(=O)C2(C(C#N)=C(N)Oc3n[nH]c(-c4ccc(Cl)cc4)c32)c2ccccc21 (centres undefined)
  -10, -0.7, -11, 104, 1, 14, 102, -22, -1
> Cc1cc2ccccc2n2c(SCC(=O)Nc3ccc(S(=O)(=O)N4CCC(C)CC4)cc3)nnc12
  0, -1.9, -2, 104, -1, -6, 99, 6, -5
> Cc1cc(N2CCN(C)CC2)nc2ccc(NC(=S)NC3CC3)cc12
  3, -0.6, 6, 112, 8, 15, 120, 5, 1
> CC(=O)Nc1ccc2c(c1)nc(CCNC(=O)c1ccco1)n2C
  -4, 0.9, 6, 99, 1, 4, 94, -3, -8
> COc1ccccc1C1C2CCCCC2(O)CCN1CC(=O)Nc1ccccc1 (centres undefined)
  -11, 3.2, -35, 99, 0, 7, 103, 9, nt

# Quoted from the entries so far, 4 compounds:
# Each structure is followed by: HCV NS3 hel inh, CRFR2-BP ag, CRFR2-BP antag, MEKK3 PB1 HTS, MEKK2 mut-MEK5, SUMO HTRF inh, MEKK2wt PB1 HTS, FID counter, GalR3 antagonist
> Cc1cc2ccccc2n2c(SCC(=O)Nc3ccc(S(=O)(=O)N4CCC(C)CC4)cc3)nnc12
  0, -1.9, -2, 104, -1, -6, 99, 6, -5
> Cc1cc(N2CCN(C)CC2)nc2ccc(NC(=S)NC3CC3)cc12
  3, -0.6, 6, 112, 8, 15, 120, 5, 1
> CC(=O)Nc1ccc2c(c1)nc(CCNC(=O)c1ccco1)n2C
  -4, 0.9, 6, 99, 1, 4, 94, -3, -8
> COc1ccccc1C1C2CCCCC2(O)CCN1CC(=O)Nc1ccccc1 (centres undefined)
  -11, 3.2, -35, 99, 0, 7, 103, 9, nt

# Carrying on.
# Each structure is followed by: HCV NS3 hel inh, CRFR2-BP ag, CRFR2-BP antag, MEKK3 PB1 HTS, MEKK2 mut-MEK5, SUMO HTRF inh, MEKK2wt PB1 HTS, FID counter, GalR3 antagonist
> Cc1nn(Cc2ccc(Cl)cc2)c(C)c1NC(=O)CCCn1nc([N+](=O)[O-])c(Cl)c1C
  5, -3.2, 18, 84, -4, -9, 86, -34, -13
> COc1cccc(-c2c(C#N)c(N)nc3c2c(C)nn3-c2ccccc2)c1O
  -25, 2.8, -12, 111, 1, -21, 104, -23, -8
> S=C(NCc1ccc2c(c1)OCO2)NC1CCN(Cc2ccccc2)CC1
  -18, 5.9, -13, 89, -8, 3, 98, 15, -10
> C=C1C(=O)C=C2CN(C(=O)c3ccccc3)[C@@](Cc3ccc(F)cc3)(C(=O)OC)[C@@H]12
  4, 31, -81, 64, -8, -1, 74, -16, nt
> CN(C)c1ccc(NC(=O)CN2C(=O)c3ccccc3C2=O)cc1
  5, -1.0, 4, 102, 6, -6, 105, 3, -2
> Cc1ccnc(NC(=O)c2cc3cc(F)ccc3s2)c1
  -71, -3.5, -21, 99, -3, -8, 105, -13, -1
> O=C(NC1CCCC1)c1ccc2c(c1)N(Cc1ccccc1)CCS2
  7, -4.8, 43, 99, -2, 4, 100, -37, -1
> O=S(=O)(c1cc(Cl)ccc1Cl)N1CCN(Cc2ccc3c(c2)OCO3)CC1
  10, 1.8, 20, 101, 0, -15, 102, -16, 2
> COc1ccc(-n2nc(C(=O)Nc3cc(OC)c(OC)c(OC)c3)c3ccccc3c2=O)c(OC)c1
  -4, 0.3, 5, 67, -23, 11, 67, 0, -2
> COc1ccccc1N1C(=O)C2C3C=CC(C3)C2(C)C1=O (centres undefined)
  -5, -0.7, -7, 96, -2, 7, 100, -11, 1
> CC1(C)CC(=O)C(N=Nc2cc(Cl)c(Cl)c(Cl)c2)=C(O)C1
  4, -0.9, 2, 101, 3, 2, 103, -4, -4
> Cc1cc(C(=O)COC(=O)c2cccn2C)c(C)n1Cc1ccco1
  2, -1.1, 5, 91, -3, -10, 90, -23, -9
> c1ccc(CN2CCC3(CC2)Nc2ccccc2S3)cc1
  4, -1.5, -2, 103, 3, -6, 106, 4, -4
> Cc1nc2ncnn2c(Nc2ccc3c(c2)OCO3)c1Cc1ccccc1
  -6, 0.5, -6, 97, 3, 21, 98, -28, -7
> Cc1nc(C(=O)O)nn1-c1cc(Cl)ccc1Cl
  3, -1.1, 2, 110, 16, -3, 113, 2, -1

# Limited to CRFR2-BP ag, SUMO HTRF inh and MEKK3 PB1 HTS, for some of the entries so far:
structure | CRFR2-BP ag | SUMO HTRF inh | MEKK3 PB1 HTS
CN(C)c1ccc(NC(=O)CN2C(=O)c3ccccc3C2=O)cc1 | -1.0 | -6 | 102
Cc1ccnc(NC(=O)c2cc3cc(F)ccc3s2)c1 | -3.5 | -8 | 99
O=C(NC1CCCC1)c1ccc2c(c1)N(Cc1ccccc1)CCS2 | -4.8 | 4 | 99

# Next entries
# Each structure is followed by: HCV NS3 hel inh, CRFR2-BP ag, CRFR2-BP antag, MEKK3 PB1 HTS, MEKK2 mut-MEK5, SUMO HTRF inh, MEKK2wt PB1 HTS, FID counter, GalR3 antagonist
> O=C(C1CCCN(Cc2ccc3c(c2)OCO3)C1)N1CCCC1 (centres undefined)
  4, 1.1, 3, 104, 9, 9, 106, 4, -2
> COc1cccc(-c2nc(NCc3cccnc3)c3ccccc3n2)c1O
  0, -1.6, -8, 93, -9, 16, 99, -3, -8
> CC(NC(=O)CCC(=O)N1CCN(S(=O)(=O)c2ccc(Cl)cc2)CC1)c1ccccc1 (centres undefined)
  1, -2.5, 3, 106, 1, 2, 110, -31, -1
> CCNC(=O)CC1SC(=Nc2ccc(C)cc2)N(CC)C1=O (centres undefined)
  -7, 0.0, -19, 108, 3, 27, 112, -9, -3
> CCOc1ccccc1NC(=O)CN1CCc2ccccc2C1
  2, 0.2, 14, 98, 4, 1, 100, -24, -10
> Cc1cnn(Cc2ccccc2)c1N
  11, -0.3, -6, 117, 5, 13, 124, -3, 0
> Fc1ccc(C(c2nnnn2C2CCCC2)N2CCN(Cc3ccccc3)CC2)cc1 (centres undefined)
  -9, 0.2, 7, 111, 17, 8, 114, 1, -5
> COc1ccc(CNC(C)CCc2ccccc2)cc1 (centres undefined)
  11, -1.6, 2, 107, 9, 10, 113, 11, -8
> O=C(ONC1=NCCCCC1)c1cccc([N+](=O)[O-])c1
  10, -0.6, -17, 100, -6, -4, 95, 4, -2
> COc1ccc(N2CCN(CC(=O)Nc3sccc3C#N)CC2)cc1
  -8, -1.1, 22, 100, -1, -1, 97, -4, -3
> O=C(CCCN1C(=O)CSc2ncccc21)N1CCN(c2cccc(C(F)(F)F)c2)CC1
  -5, 0.7, -2, 101, 4, -9, 102, -28, -2
> COc1cc(OC)c(OC)cc1CN1CCN(Cc2ccc(C(F)(F)F)cc2)CC1
  -52, -1.2, -15, 104, 9, 19, 111, 4, -10
> O=C(c1cnn2c(C(F)F)cc(C3CC3)nc12)N1CCCC1
  4, -2.7, 25, 104, 5, 11, 101, -9, -7
> COc1ccc(NC(=O)Nc2ccccc2C)c(OC)c1
  -11, -1.7, -24, 103, 7, 12, 105, 0, -5
> COc1ccc(NC(=O)CSc2nnc3n2CCCCC3)cc1
  -4, -0.8, 2, 98, -3, 14, 94, -2, -1
> COC(=O)C1C(=O)C2=C(CC1C)NC(=O)CC2c1cccc(C)c1 (centres undefined)
  2, -1.6, 27, 102, 3, 11, 102, 1, 0
> C/C(=N\Nc1nc2ccccc2[nH]1)c1ccccn1
  -6, nt, nt, 101, -6, -10, 96, 0, -7
> CCn1c(Cc2ccc(OC)cc2)nnc1SCC(=O)Nc1cccc(C(=O)OC)c1
  2, -3.1, 12, 101, 3, 13, 103, -32, -2
> O=C(NCCc1ccccn1)C1CC(=O)N(Cc2ccccc2Cl)C1 (centres undefined)
  -8, -1.0, -3, 97, -2, 12, 95, -3, -2
> CC#CCN1c2ccccc2[C@]23C[C@@H](C(=O)OC)N=C2NC(C(=O)OC)=C(C(=O)OC)[C@H]13
  nt, -0.9, 0, 98, -5, 8, 98, nt, -5
> Cc1cccc(N(CC(=O)NC(C)(C)C)C(=O)CCC(=O)Nc2ccccn2)c1
  1, -0.9, 5, 100, 7, 8, 100, -24, -8
> CCOC(=O)c1c(N)sc(=S)c2c1CCC2
  58*, 31, -15, 93, -5, 14, 73, -12, -1
> Cc1ccc(SCCC(=O)OC(C(=O)NC(N)=O)C(C)C)cc1 (centres undefined)
  7, 0.6, -7, 105, 10, -18, 97, -18, -2
> O=C(NCc1ccc(Cl)cc1)Nc1ccc(F)cc1
  2, -0.9, 10, 98, 1, -9, 98, -6, -3
> Cc1ccc(C)c(Cn2c(CO)nc3ccccc32)c1
  5, -3.0, -1, 104, 2, 14, 105, -11, 0
> O=C(Nc1ccc2nn(-c3ccccc3)nc2c1)c1ccc2c(c1)OCCO2
  -12, 3.0, 12, 98, -5, 28, 97, 1, -1
> CCn1c(CCC(=O)Nc2ccccc2F)nnc1SCC(=O)Nc1ccc(OC)cc1
  2, -1.6, 1, 102, 7, 6, 108, -27, -1
> CC1CCCN(C(=O)C2CCCN(S(=O)(=O)c3cccc4nsnc34)C2)C1 (centres undefined)
  0, -3.0, 8, 101, 2, 0, 100, -13, -1
> COCCn1c(C)cc(O)c(C(=O)Nc2cccc(Cl)c2)c1=O
  -9, -1.2, 3, 103, 2, -2, 104, -12, -6

# Screening data as filed in PubChem.
